Source: PubChem (The Scripps Research Institute Molecular Screening Center)
PAD4 inh: human PAD4 inhibitors, primary screen, biochemical, fluorescence polarization, 1536-well format; actives 0.41% (n = 330,000); recombinant PAD4, RCA probe fluorescence polarization; inhibition, % at 6.36 µM; Protein-arginine deiminase type-4 (Homo sapiens), Q9UM07;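 active = percent inhibition above a cutoff equal to the mean of all tested compounds plus 3 SD, cut at about 15% in these data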;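 also: 0% = PAD4 with RCA probe and DMSO and 100% = probe without PAD4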
EBNA-1 inh: EBNA-1 DNA-binding inhibitors, primary screen, biochemical, fluorescence polarization; inhibition, % at 14.8 µM; actives 0.34% (n = 300,000); in the data active = inhibition above about 28%
ZTA counter: ZTA (EBV) inhibition in EBNA-1 counter-screen | P03206 | ZTA-DNA binding, fluorescence polarization | inhibition, % at 11 µM | actives 0.15% (n = 320,000) | AID 2234; in the data active = inhibition above about 33%
PREPL inh: PREPL enzyme inhibitors, primary screen, biochemical, fluorescence polarization | inhibition, % at 5.96 µM | recombinant PREPL, fluorescence polarization activity-based probe | actives 0.68% (n = 320,000); in the data active = inhibition above about 43%;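 also: 0% = enzyme with DMSO and 100% = wells lacking enzyme; many of its hits are not listed in these tables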
GSTO1 inh: inhibitors of recombinant GSTO1, primary screen, counter-screen for RBBP9 inhibitor project, biochemical, fluorescence polarization | Glutathione S-transferase omega-1 (Homo sapiens), P78417 | activity-based probe fluorescence polarization | inhibition, % at 5.96 µM | actives 1.1% (n = 300,000) | AID 1974, 2009;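 active = inhibition above the campaign mean inhibition plus 3 SD, cut at about 35% in these data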;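 also: 0% = GSTO1-1 with DMSO and 100% = wells lacking GSTO1-1 enzyme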
Target sequence (P78417 whole entry, looked up): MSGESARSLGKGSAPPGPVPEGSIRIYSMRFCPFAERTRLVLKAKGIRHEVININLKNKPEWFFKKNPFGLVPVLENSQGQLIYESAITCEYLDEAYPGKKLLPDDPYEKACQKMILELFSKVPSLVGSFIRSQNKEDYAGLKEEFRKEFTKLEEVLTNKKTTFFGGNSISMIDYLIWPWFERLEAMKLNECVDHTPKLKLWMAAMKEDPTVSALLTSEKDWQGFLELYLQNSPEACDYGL
PAFAH1B3 inh: PAFAH1B3 enzyme inhibitors, primary screen, biochemical, fluorescence polarization, human; Platelet-activating factor acetylhydrolase IB subunit alpha1 (Homo sapiens), Q15102; recombinant PAFAH1B3, FP-rhodamine probe; inhibition, % at 3.39 µM; actives 0.28% (n = 340,000);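 active = inhibition above the screen-wide average of all tested compounds plus 3 SD, cut at about 25% in these data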;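 also: 0% = enzyme with DMSO only and 100% = wells lacking PAFAH1B3 protein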
Target sequence (Q15102 whole entry, looked up): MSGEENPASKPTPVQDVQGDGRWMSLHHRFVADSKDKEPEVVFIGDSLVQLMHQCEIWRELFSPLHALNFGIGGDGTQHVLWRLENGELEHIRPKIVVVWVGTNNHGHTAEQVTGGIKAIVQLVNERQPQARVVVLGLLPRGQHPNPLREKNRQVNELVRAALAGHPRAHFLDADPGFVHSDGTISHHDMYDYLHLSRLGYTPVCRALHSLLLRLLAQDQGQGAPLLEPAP
PAFAH2 FP inh: PAFAH2 enzyme inhibitors, primary screen, biochemical, fluorescence polarization, human; recombinant PAFAH2, FP-rhodamine activity probe; inhibition, % at 3.39 µM; actives 0.99% (n = 340,000);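 active = inhibition above the mean over all tested compounds plus 3 SD, cut at about 30% in these data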;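 also: inhibitors block probe labeling of enzyme so polarization drops; 0% = enzyme with DMSO and 100% = wells lacking PAFAH2 protein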
LYPLA2 inh: LYPLA2 inhibitors, primary screen, counter-screen for PME1 inhibitor project, biochemical, fluorescence polarization, FP-Rh probe ABPP | Acyl-protein thioesterase 2 (Homo sapiens), O95372 | recombinant LYPLA2 | inhibition, % at 5.9 µM | actives 0.38% (n = 320,000);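 active = inhibition above the screen-wide mean plus 3 SD, limit set per campaign, cut at about 26% in these data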;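 also: 0% = LYPLA2 with DMSO and 100% = wells lacking LYPLA2 enzyme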
Target sequence (O95372 whole entry, looked up): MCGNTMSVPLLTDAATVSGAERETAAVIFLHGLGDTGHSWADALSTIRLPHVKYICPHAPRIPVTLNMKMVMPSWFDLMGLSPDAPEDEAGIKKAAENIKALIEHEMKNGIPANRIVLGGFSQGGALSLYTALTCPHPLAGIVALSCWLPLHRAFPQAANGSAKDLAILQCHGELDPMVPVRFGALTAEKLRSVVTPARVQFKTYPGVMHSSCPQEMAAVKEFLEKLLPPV
LYPLA1 inh: LYPLA1 inhibitors, primary screen, counter-screen for PME1 inhibitor project, biochemical, fluorescence polarization, FP-Rh probe ABPP; AID 2174, 2009; inhibition, % at 5.9 µM; recombinant LYPLA1; Acyl-protein thioesterase 1 (Homo sapiens), O75608; actives 0.16% (n = 320,000);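 active = inhibition above the mean of all tested compounds plus 3 SD, set per campaign, cut at about 14% in these data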;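 also: inhibitors block serine hydrolase probe labeling of LYPLA1 so polarization falls; 0% = enzyme with DMSO and 100% = wells lacking LYPLA1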
Target sequence (O75608 whole entry, looked up): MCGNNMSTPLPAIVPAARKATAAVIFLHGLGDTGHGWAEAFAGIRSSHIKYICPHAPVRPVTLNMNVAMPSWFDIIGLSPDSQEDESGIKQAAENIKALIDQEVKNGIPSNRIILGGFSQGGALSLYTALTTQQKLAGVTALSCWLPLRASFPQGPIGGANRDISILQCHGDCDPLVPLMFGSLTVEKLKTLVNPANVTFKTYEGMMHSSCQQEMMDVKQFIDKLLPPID
* marks the source's active call; other numbers are inactive results; . = no result given.

SMILES	PAD4 inh	EBNA-1 inh	ZTA counter	PREPL inh	GSTO1 inh	PAFAH1B3 inh	PAFAH2 FP inh	LYPLA2 inh	LYPLA1 inh
CCCOc1ccc(C2C3=C(Nc4nc(N)[nH]c(=O)c42)c2ccccc2C3=O)cc1 (stereo unspecified)	-4	-9	-20	15	2	10	5	-6	-14
O=C(CN(Cc1ccccc1)C(=O)CCC(=O)Nc1nccs1)NCC1CCCO1 (stereo unspecified)	1	4	27	4	2	4	-10	0	-4
COc1ccccc1NC(=S)NNC(=O)c1c(Cl)c(C)nn1C	1	13	-4	2	9	10	9	0	1
COc1ccccc1C(=O)NCc1n[nH]c(=S)n1Cc1ccccc1	-1	0	3	11	1	7	5	1	-1
C#CCn1c(S(=O)(=O)Cc2ccccc2Cl)nc(-c2ccccc2)c1-c1ccccc1	-4	0	13	1	1	10	1	3	0
O=C(OCCN1C(=O)c2ccccc2C1=O)Oc1ccccc1	2	-5	9	20	-6	0	9	5	3
COc1ccc(NC(=O)C2CCCN2S(=O)(=O)c2ccc3c(c2)CCC(=O)N3)cc1 (stereo unspecified)	-2	2	-11	1	4	6	-1	-6	3
COc1ccccc1CC(=O)NNC(=O)c1cccs1	-5	-1	7	2	1	3	-8	3	-1
COc1ccc(S(=O)(=O)N(C)c2ccc(C(=O)NCc3ccco3)cc2)cc1	2	4	-6	-6	2	10	2	-6	-2
Cc1cc(C)c(OCCN2C(=O)NC(C)(C)C2=O)c(Cl)c1	-1	-1	-4	-3	2	7	13	2	1
CC(C)OC(=O)CSc1nnc(Cc2ccccc2)n1CC1CCCO1 (stereo unspecified)	2	1	-20	11	2	2	0	-2	1
O=C(Nc1ccc(Cl)cc1)N1CCN(c2ccccc2)CC1	4	13	-11	15	4	-5	4	-1	-1
CCN1CCN(c2ccc(S(=O)(=O)N3CCOCC3)cc2NC(=O)c2cccc([N+](=O)[O-])c2)CC1	-2	.	.	17	.	10	0	.	.
c1ccc(N/N=C(\Cc2ncc[nH]2)c2ccccc2)cc1	-5	6	9	1	26	5	2	5	5
CC1CCN(C(=O)CSc2nc3c(c(=O)n2C)SCC3)CC1	0	3	-2	0	2	4	-5	-2	-5
COc1ccc(-n2c(=S)[nH]c3cc(C(=O)NCc4ccccc4)ccc3c2=O)c(OC)c1	1	1	-8	2	4	6	-17	10	2
CC1(C)CC(=O)c2sc(NS(=O)(=O)c3ccc(Br)cc3)nc2C1	-2	-8	1	13	-17	6	9	0	-1
COc1cccc(N2CCN(Cc3nc(N)nc(N4CCCc5ccccc54)n3)CC2)c1	-1	-1	4	7	0	9	3	6	0
O=C(NNS(=O)(=O)c1ccc(F)cc1)C1CCCCC1	0	-8	-16	-5	-2	10	6	1	1
COc1ccc(N(CC(=O)NCC2CCCO2)S(=O)(=O)c2ccc(C)cc2)cc1OC (stereo unspecified)	1	0	-18	11	6	6	4	15	8
COc1ccc(CN2CCN(c3ncccn3)CC2)c(C)c1C	-2	8	-17	2	9	17	3	14	1
CCCCN(CC)c1nc(N)c(C#N)c(CC#N)c1C#N	-9	6	-2	9	5	18	10	-4	-4
CCN(CC)C(=O)Oc1cc2c(-c3cc4cccc(OC)c4o3)cc(=O)oc2cc1C	5	4	-1	0	1	-3	3	2	-3
Cc1cccc(N2CCN(CCCNC(=O)c3ccc(NC(=O)C4=CSCCO4)cc3)CC2C)c1 (stereo unspecified)	0	-5	-6	2	-1	7	-7	1	3
O=C(Nc1nc(-c2ccc(Cl)s2)cs1)c1ccccc1	5	-18	-4	-8	-9	-11	-9	-31	-18
(cont.)
SMILES	PAD4 inh	EBNA-1 inh	ZTA counter	PREPL inh	GSTO1 inh	PAFAH1B3 inh	PAFAH2 FP inh	LYPLA2 inh	LYPLA1 inh
Cc1ccc(S(=O)(=O)NCc2ccc(N3CCN(C(=O)OC(C)(C)C)CC3)cc2)cc1	5	-14	-15	3	6	-7	-1	3	0
O=C(CCc1nc2ccccc2c(=O)[nH]1)NCc1cccc(Cl)c1	-7	-6	-2	-13	-2	-5	2	-9	3
CS(=O)(=O)N1CCN(C(=O)COc2ccc3ccccc3c2)CC1	2	4	13	10	-4	-3	-1	4	1
O=S(=O)(Nc1nccs1)c1ccc(NS(=O)(=O)c2cccs2)cc1	1	-12	-3	14	-6	12	1	5	-2
O=C(COc1ccc(Cl)cc1[N+](=O)[O-])N1CCCCCC1	3	-4	-9	10	4	4	-1	3	1
O=C(O)Cc1ccc(NC(=S)Nc2cccc(Cl)c2Cl)cc1	-2	-4	-5	5	5	3	-2	-5	1
O=C1CCN(C(=S)NCc2ccccc2)CC1	-4	-10	0	6	0	7	-2	-2	1
CC(C)c1ccc(C2CC(=O)c3cnc(N4CCc5ccccc5C4)nc3C2)cc1 (stereo unspecified)	3	3	1	6	-13	-3	0	5	-2
COCCCNC(=O)Cc1c(C)c2c(cc(C)c3c(C(C)(C)C)coc32)oc1=O	-2	9	5	25	-8	6	33*	0	-8
COc1ccc(NC(C)=O)cc1NC(=O)c1cccc(S(=O)(=O)N2CCc3ccccc32)c1	-4	.	-7	6	.	0	15	-1	-2
Cc1ccc(F)cc1NC(=O)c1cnccn1	-3	-8	10	17	4	3	1	-6	-1
COc1cccc(NC2=C(NCCO)C(=O)c3ccccc3C2=O)c1	-6	-7	-4	17	12	2	12	15	6
COc1cc2c(cc1OC)CN(C(=O)CCCN1C(=O)c3ccccc3C1=O)CC2	-3	-2	2	2	-1	-2	-15	-1	-1
O=C(/C=C/c1ccc(-c2ccccc2[N+](=O)[O-])o1)c1ccc(F)cc1	-5	-10	-1	13	-5	-3	-1	-1	-7
COc1ccc2nc3c(cc2c1)c(NC(=O)CC(C)C)nn3CC(C)C	1	7	-6	-2	2	-4	0	-6	-3
O=C1CCCC2=C1C(c1cccc(Br)c1)n1nc(-c3ccco3)nc1N2 (stereo unspecified)	4	7	-25	0	2	-1	-8	4	-2
Cc1ccc[n+](CC(=O)c2ccccc2)c1	-4	3	13	-1	0	.	.	-7	3
O=C1CCCN1C(=O)COc1ccc([N+](=O)[O-])cc1	-4	1	7	14	-5	5	11	0	2
CCn1cc(CN2CCC(C(=O)Nc3cccc(-c4cccc(Cl)c4)c3)CC2)c(C)n1	-1	4	-19	-49	-2	1	1	-2	-2
CC1(C)CC(=O)C2=C(C1)Nc1cc3c(cc1C2c1ccc(F)cc1)OCO3 (stereo unspecified)	1	4	0	14	-3	10	-7	-2	2
Cc1ccc(Oc2nc(-c3ccccc3)ncc2S(C)(=O)=O)cc1	0	-5	5	-5	4	-1	5	4	0
COc1c(Br)cc(Br)cc1/C=N/NC(=O)c1ccncc1	-6	-24	0	6	0	-3	-5	-6	-8
C=CCN1C(=O)c2ccc(C(=O)N(CC)CC(=O)Nc3ccc(OC)cc3)cc2C1=O	0	-4	-7	2	-1	3	4	2	-1
CCC(CC)c1nc2ccccc2c(=O)[nH]1	-8	3	0	12	11	3	0	-4	-1
COc1ccc(C2C(C(=O)Nc3cc(OC)c(OC)c(OC)c3)c3ccccc3C(=O)N2C)cc1 (stereo unspecified)	-3	-12	-12	-6	-9	9	10	2	3
New compounds follow:
SMILES	PAD4 inh	EBNA-1 inh	ZTA counter	PREPL inh	GSTO1 inh	PAFAH1B3 inh	PAFAH2 FP inh	LYPLA2 inh	LYPLA1 inh
C=CCN=C1S/C(=C\c2ccc(N(C)C)cc2)C(=O)N1CC=C	-5	4	-12	13	2	3	8	-1	3
O=[N+]([O-])c1ccc(N2CCOCC2)cc1SCc1ccco1	-7	2	7	1	-9	8	-4	1	0
CC(NC(=O)C1c2ccccc2Oc2ccccc21)C1CCCO1 (stereo unspecified)	-1	6	12	8	-1	2	8	3	0
COc1ccc(OCC(=O)Nc2c3c(nn2C(C)(C)C)CS(=O)(=O)C3)cc1	-5	-3	-1	7	-6	1	3	5	4
O=C1C=C(NCC2CCCO2)C2(CCCCC2)O1 (stereo unspecified)	-3	-10	-10	11	0	9	0	5	0
COc1cc(OC)c(C(=O)Nc2cccc(C(C)=O)c2)cc1OC	-5	1	7	-6	-4	2	12	0	-4
CCOC(=O)c1sc(NC(=O)CCN2CCOCC2)c(C(=O)OCC)c1C	0	4	0	4	2	7	-1	16	7
Cc1nn(C)cc1CNC(=O)c1cc2n(n1)C(C(F)(F)F)CC(c1cccs1)N2 (stereo unspecified)	-1	-2	-10	8	-2	8	-5	4	2
Cc1ccccc1Cn1ccc(NC(=O)CCSc2nc(-c3ccco3)cc(C(F)(F)F)n2)n1	4	3	6	-4	-8	7	-2	-17	-10
COC(=O)Nc1ccc(S(=O)(=O)NNC(=O)c2c(O)c3ccccc3n(C)c2=O)cc1	-4	0	3	12	-1	4	-12	2	-3
O=C(Nc1ccccc1)C1C(c2ccccc2)C1(Cl)Cl (stereo unspecified)	-2	3	9	2	-2	1	2	-1	-2
CC1CC(C)CN(S(=O)(=O)c2ccc3c(c2)oc(=O)n3CC(=O)N2CCOCC2)C1 (stereo unspecified)	-2	3	-14	14	3	2	-1	2	1
COc1cccc(OC)c1C(=O)Nc1cccc(C(=O)Nc2cccc(C(=O)O)c2)c1	-2	3	10	7	0	10	-2	-4	-3
O=C(Nc1ccc(S(=O)(=O)N2CCOCC2)cc1)c1ccc2c(c1)OCO2	1	-4	-1	10	-7	-6	-2	5	0
N#Cc1ccccc1NS(=O)(=O)c1cc2c3c(c1)CCC(=O)N3CCC2	4	-3	-14	5	1	1	-1	1	-1
Cc1c(C(=O)N2CCC(n3nccc3NC(=O)C3CC3)CC2)[nH]c2ccc(Cl)cc12	-2	12	-9	-2	2	9	3	-1	2
CNc1nc2c(C)cccn2c(=O)c1C=NCc1ccccc1	-9	-13	-18	-1	0	13	4	1	-1
Cc1ccc(NC(=O)CN(C)C(=O)c2nn(C)c(=O)c3ccccc23)cc1	-3	7	1	2	3	5	0	7	2
O=C(NN1C(=O)c2ccccc2NC1c1ccco1)c1ccccc1 (stereo unspecified)	2	-9	2	-3	8	7	-5	-1	-5
Cn1cc(Br)c(NS(=O)(=O)c2ccc(Cl)s2)n1	2	1	-5	17	-3	2	-4	-2	2
CCn1cc(C(=O)N2CCc3ccccc32)c(=O)c2cc(S(=O)(=O)N3CC(C)CC(C)C3)ccc21 (stereo unspecified)	-8	-14	-4	-1	-2	2	15	2	-1
CCOC(=O)CN1C(=O)N[C@@H](c2ccc(Br)cc2)C(C(=O)OC)=C1C	1	1	-18	13	2	12	-1	3	5
O=C(CCCc1nc2ccccc2s1)Nc1ccccc1	5	-3	3	6	6	7	2	1	-2

Only part of the results is shown. The share of hits here may be higher or lower than overall.
